Abeta rescue: restores growth of yeast expressing A-beta42 peptide. AID 1347071. 410,000 tested, 0.063% active. Potency, µM (top dose mostly 46.1 µM), for the others: top-dose growth rescue, most hits filed as activators. yeast expressing A-beta42, growth rescue, OD600, 48 h; response scale: 0% DMSO, 100% iron-clioquinol control; note: potency is the fitted concentration of half-maximal effect; nearly all actives have a fitted effect of over 55% in size
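Yeast growth medium received pinned compounds, then yeast cells expressing toxic A-beta were added; plates incubated at 30 C for 48 hr. Growth read as absorbance at 600 nm, normalized to DMSO and equimolar FeCl3 plus clioquinol controls.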
EPAC1 ag: EPAC1 (human) agonism | O95398 | Potency, µM (series often up to 154 µM), inactives show at the top dose activation, most hits filed as activators | EPAC1 agonist qHTS, biochemical assay; response scale: 100% = response to 6.5 mM cAMP | 360,000 tested, 0.073% active | AID 720707; note: potency is the fitted concentration of half-maximal effect; nearly all actives have a fitted effect of over 60% in size
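EPAC1 100 nM, Rap1B–BODIPY-GDP 250 nM, unlabeled GDP 50 uM; compound titration; 5 min RT; kinetic read ex480/em540 at 5-min intervals ×30 min; data normalized to 6.5 mM cAMP agonist control.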
EPAC1 antag: EPAC1 (human) antagonism | 360,000 tested, 0.14% active | EPAC1 GEF assay, Rap1b-BODIPY-GDP exchange fluorescence | AID 720709 | O95398 | Potency, µM (top dose mostly 115 µM), inactives show top-dose activity change, negative = inhibition, hits mostly inhibitors;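 note: potency is the fitted concentration of half-maximal effect; plate controls were vehicle for no effect and positive control for full effect; nearly all actives have a fitted effect of over 50% in size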
FUS suppressor: rescues growth of FUS-expressing yeast. S. cerevisiae FUS-expressing, growth rescue, OD600, 24 h. Potency, µM (titrated, usually from 76.6 µM), inactives show top-dose growth rescue (activation), usual class: activators. 390,000 tested, 0.24% active. AID 1347120;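 note: potency is the fitted concentration of half-maximal effect; plate controls were DMSO vehicle for no effect and reference control for full effect; nearly all actives have a fitted effect of over 55% in size; some results filed as inactive show a strong effect at the top dose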
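Quantitative HTS measuring growth restoration of FUS-toxic yeast. Galactose-induced cells (OD 0.005) were exposed 24hr at 30C to compounds at several concentrations, then absorbance at 600 nm was recorded.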
PI5P4Ka inh: PI5P4K alpha (human) kinase inhibition. P48426. PI5P4Kalpha enzyme, ADP-Glo luminescence, 60 min; hits give low values. max response, %. 330,000 tested, 1.2% active; active = max response of -50% or lower; inconclusive = between -30% and -50%; inactive = -30% or higher; note: value at the top dose of about 77 µM; % is set by controls: 0 for no effect and ±100 for the full control effect
Target sequence (P48426 whole entry, looked up): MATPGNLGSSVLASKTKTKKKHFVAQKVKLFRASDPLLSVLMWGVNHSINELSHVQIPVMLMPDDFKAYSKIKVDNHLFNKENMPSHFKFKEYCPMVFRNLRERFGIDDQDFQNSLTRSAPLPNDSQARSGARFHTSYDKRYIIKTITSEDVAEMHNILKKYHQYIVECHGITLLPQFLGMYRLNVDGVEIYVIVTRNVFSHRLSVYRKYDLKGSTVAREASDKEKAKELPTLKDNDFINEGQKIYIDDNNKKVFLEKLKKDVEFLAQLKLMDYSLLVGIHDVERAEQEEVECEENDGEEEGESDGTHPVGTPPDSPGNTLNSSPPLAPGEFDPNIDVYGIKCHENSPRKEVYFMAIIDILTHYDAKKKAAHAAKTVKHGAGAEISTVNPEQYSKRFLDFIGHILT
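Single end-point luminescence (ADP-Glo) quantified ADP from PI5P4Kalpha turnover; ATP 5 microM final, 1 h at RT, 0.1% CHAPS and 0.28 mM EGTA in HEPES pH 7.4.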
PLK1 PBD block: inhibitors of human PLK1 polo-box domain binding | 360,000 tested, 2.8% active | Plk1 PBD binding of FITC phosphopeptide, fluorescence polarization | Potency, µM, without a hit: max response, negative = inhibition, usual class: inhibitors | AID 720504; note: potency is the fitted concentration of half-maximal effect; series mostly up to about 57 µM; % is set by controls: 0 for no effect and ±100 for the full control effect; nearly all actives have a fitted effect of over 65% in size
Target sequence (P53350 whole entry, looked up, the tested form may be a part): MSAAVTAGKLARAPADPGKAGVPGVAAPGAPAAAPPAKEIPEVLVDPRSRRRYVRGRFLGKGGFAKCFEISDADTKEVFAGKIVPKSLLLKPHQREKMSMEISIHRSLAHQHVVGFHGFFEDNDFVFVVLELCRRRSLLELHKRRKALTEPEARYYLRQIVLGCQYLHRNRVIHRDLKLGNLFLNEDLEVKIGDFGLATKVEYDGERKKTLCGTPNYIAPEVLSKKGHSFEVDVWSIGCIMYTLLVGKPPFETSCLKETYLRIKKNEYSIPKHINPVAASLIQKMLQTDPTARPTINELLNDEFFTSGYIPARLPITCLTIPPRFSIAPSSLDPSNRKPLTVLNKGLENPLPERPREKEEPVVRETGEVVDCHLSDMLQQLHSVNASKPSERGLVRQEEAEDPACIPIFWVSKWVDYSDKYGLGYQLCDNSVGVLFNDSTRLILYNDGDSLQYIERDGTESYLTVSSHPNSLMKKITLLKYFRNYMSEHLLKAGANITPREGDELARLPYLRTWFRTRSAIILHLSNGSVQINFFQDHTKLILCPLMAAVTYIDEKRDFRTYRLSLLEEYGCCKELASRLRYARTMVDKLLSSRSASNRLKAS
IL2 activator: IL-2 activation | activation, % (series mostly up to about 46 µM) | IL-2 activation reporter assay, cell-based qHTS; stimulated with anti-CD3/CD4/CD28 beads; in transgenic mouse T cells | 360,000 tested, 0.065% active | AID 652025; in the data active = activation above about 50%; inconclusive = mostly about 30% to 49%; note: 0% is about no effect
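Quantitative HTS in unstimulated transgenic mouse T cells, with memory T cells as non-tolerant control and PMA/ionomycin as tolerance-bypass control. Compound pretreatment lasted 60 minutes before 18 h bead stimulation; EGFP/DsRed fluorescence read.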
WRN inhibitor: blocks human WRN helicase; 360,000 tested, 0.46% active; WRN helicase unwinding, fluorescent forked duplex, kinetic; Potency, µM (doses to about 114 µM), inactives show top-dose activity change, negative = inhibition, most hits filed as inhibitors; AID 651768; Q14191; note: potency is the fitted concentration of half-maximal effect; % is set by controls: 0 for no effect and ±100 for the full control effect; nearly all actives have a fitted effect of over 55% in size
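Fluorescence dequenching readout, ex 525 nm/em 598 nm, kinetic mode: forked duplex DNA (100 nM final) with adjacent fluorophore and quencher unwound by WRN (20 nM final) with 2 mM ATP. Compound preincubation 15 min, room temperature.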
* marks the source's active call; other numbers are inactive results; ? = inconclusive; . = no result given; [ ] = dose if it differs, or a comment. Unless noted, calls come from the whole dose curve; as a rule, active = well fitted curve in the direction sought with a large enough effect; inconclusive = small, poorly fitted or top-dose-only effect, or another doubt; inactive = no such curve, though single readings can be large; an effect the other way counts as inactive or inconclusive.

SMILES	Abeta rescue	EPAC1 ag	EPAC1 antag	FUS suppressor	PI5P4Ka inh	PLK1 PBD block	IL2 activator	WRN inhibitor
CC(=O)Nc1ccc(S(=O)(=O)Nc2nnc(C)s2)cc1	-4%	5%	-10%	-28%	-15	?	-1.8	7%
Cc1nnsc1C(=O)N1CCCC(N2CCN(c3cccc(C(F)(F)F)c3)CC2)C1 (centres undefined)	7%	-5%	-6%	-3%	14	-8%	-2.2	-7%[57.1 µM]
O=C(COC(=O)c1cnc(Cl)c(Cl)c1)NCCC1=CCCCC1	14%	-2%	-13%	1%	0	1%	-1.0	-3%
O=C(Nc1ccc(OC(F)(F)F)cc1)c1ccccc1-n1cnnn1	15%	-4%	8%	1%	2	-14%	0.3	1%
CCOC(=O)Cc1csc(NC(=O)CSc2nnc(-c3ccc(F)cc3)o2)n1	-1%	-4%	-3%	1%	.	-1%	-1.3	-5%
COc1ccccc1C(=O)Nc1ccc(S(=O)(=O)N2CCCCC2)cc1	0%	1%	-25%	3%	-14	1%	-0.5	3%[57.1 µM]
Cc1ccc(C(C)C)c(OCC(=O)NNC2=CC(=O)CC(C)(C)C2)c1	4%	-14%	-32%	25%	5	-20%	5.3	-20%
C/C(CC(=O)Nc1ccccn1)=N\NC(=O)c1ccc2ccccc2c1	-2%	2%	2%	.	-2	3%	-3.2	-2%
COc1cc(/C=N/N2CCCCC2)cc([N+](=O)[O-])c1O	-10%	-1%	-25%	31%	-23	-13%	-0.8	-6%
CC1CCN(C(=O)c2ccc3c(c2)NC(=O)CN3)CC1	-5%	21%	30%	30%	-9	63%[activator]	9.9	-15%
c1ccc(OCCSc2ncnc3nc[nH]c23)cc1	-6%	7%	0%	-5%	.	-2%	0.5	-6%
S=c1[nH]nc(-c2ccco2)n1/N=C/c1cccc(Cl)c1	11%	11%	15%	-15%	-2	?	-0.4	-33%
Cc1ccc(/C=C2\SC(=S)N(CCC(=O)Nc3cccnc3)C2=O)cc1	-7%	12%	-21%	.	0	-2%	11	-31%
O=C(COc1ccc(S(=O)(=O)N2CCCC2)cc1Cl)NC1CC1	13%	-3%	10%	17%	.	-6%	-1.5	7%
O=C(COc1ccccc1Cc1ccccc1)Nc1cccc(S(=O)(=O)N2CCOCC2)c1	15%	10%	0%	.	0	-1%	-3.0	-3%
CC1CC(C)(C)N(C(=O)CN2CCN(C)CC2)c2ccccc21 (centres undefined)	-10%	11%	-13%	-9%	4	-15%	-0.2	5%
Cc1cccc(N2CCN(C(=O)CCN3C(=O)C4C5C=CC(C5)C4C3=O)CC2C)c1 (centres undefined)	-8%	5%	-4%	-12%	-13	-5%	-3.1	-1%
O=C1N(c2ccccc2)C(=Nc2ccccc2)SC12CC2	7%	-2%	-9%	2%	1	0%	0.2	-15%
O=C(Nc1ccnc(-c2ccncc2)n1)c1ccc(F)cc1	-16%	-14%	1%	-3%	-2	-11%	1.0	-2%
CC1(C(=O)N2CCOCC2)CCCCC1	-18%	-1%	-5%	-20%	-4	-1%	0.8	5%
CC(C)c1ccc(NC2CCCN(C(=O)c3cccnc3)C2)cc1 (centres undefined)	0%	-4%	-1%	-6%	0	-12%	-3.9	1%
Cc1ccc(CN2CCN(CCCn3cccn3)CC2CCO)cc1 (centres undefined)	-16%	-6%	10%	-32%	3	-20%	-2.2	-5%
COC(=O)c1ccc(COC(=O)C2CC(O)CN2S(=O)(=O)c2ccc([N+](=O)[O-])cc2)cc1 (centres undefined)	12%	14%	6%	11%	0	-1%	0.4	-3%
Cc1nnc(SCC(=O)Nc2cccc(S(=O)(=O)N3CCCC3)c2)n1C1CC1	-1%	-4%	10%	26%	-4	-3%	0.1	6%
COc1ccc(-n2nc3c(c2NC(=O)COc2cccc(OC)c2)CS(=O)(=O)C3)cc1	3%	-5%	-5%	.	-23	-7%	-0.6	?
Other compounds follow:
SMILES	Abeta rescue	EPAC1 ag	EPAC1 antag	FUS suppressor	PI5P4Ka inh	PLK1 PBD block	IL2 activator	WRN inhibitor
O=C(CSc1n[nH]c(-c2cccnc2)n1)Nc1ccccc1C(F)(F)F	-5%	-9%	-19%	-35%	-2	1%	0.2	-3%[57.1 µM]
O=c1oc(-c2cccs2)nc2scc(-c3cccs3)c12	3%	1%	-2%	-26%	-1	-2%	-0.1	-20%
CC(CCc1ccccc1)NC(=O)COC(=O)c1ccc(NC(=O)CC#N)cc1 (centres undefined)	3%	-1%	-11%	-14%	1	-3%	-0.8	-6%
COc1ccc(-c2oc3ncn4nc(COc5ccccc5)nc4c3c2-c2ccc(OC)cc2)cc1	0%	1%	0%	4%	.	-4%	-1.5	-6%
Cc1nc(C)c(-c2ccc(SCC(=O)Nc3cccc(F)c3)nn2)s1	-3%	-2%	3%	2%	-11	?	-0.1	6%
COc1ccc(C(=O)CCN2CCN(c3ccccc3F)CC2)cc1	-17%	-10%	-24%	18%	0	11µM*	-1.4	-6%
COc1ccc(S(=O)(=O)N2CCOc3ccccc32)cc1	13%	5%	?	1%	6	-8%	-0.6	-6%
CC(C)C[C@H]1COc2cccc(N3CCSCC3)c2S(=O)(=O)N1	10%	-12%	-10%	2%	-1	0%	5.2	-6%
CCn1c2ccccc2c2cc(/C(C)=N/O)ccc21	-20%	?	-26%	.	1	3%	-3.9	-8%
Cc1nonc1CN(C)C(=O)c1ccc(OC2CCN(Cc3ccccn3)CC2)cc1	-5%	-12%	-1%	-13%	0	2%	-1.9	-7%
COc1ccc(-c2csc(C(O)c3cccc(OC)c3)n2)cc1 (centres undefined)	?	8%	-15%	15%	5	-11%	-0.2	-1%
COc1ccc(-c2nc(NC(=O)c3c(C)noc3C)sc2C)cc1	12%	-8%	9%	-1%	-8	-1%	-3.4	0%
COc1ccc(/C=N/S(=O)(=O)c2ccc(C)cc2)cc1	-2%	8%	1%	-10%	0	-4%	-0.4	3%
COc1ccc(CNCC(O)(c2ccc(F)cc2)c2ccc(F)cc2)cc1OC	-12%	-6%	2%	-34%	7	-1%	-5.1	-8%
Cc1ccc(S(=O)(=O)N2CCCC(C(=O)NC3=NCCS3)C2)cc1 (centres undefined)	-7%	10%	3%	-13%	-4	-1%	0.0	4%
OC(COc1ccc2c(c1)CCC2)CN1CCN(c2ccccc2F)CC1 (centres undefined)	12%	15%	-4%	-3%	.	-6%	-2.7	-7%[57.1 µM]
O=c1ccn(CCCBr)c(=O)[nH]1	-17%	-5%	-19%	-5%	0	2%	-1.2	-6%
CCOC(=O)c1c(C)[nH]c(C)c1C(=O)COC(=O)CSc1ccc(C)cc1	-18%	-3%	-12%	?	7	-2%	0.5	-9%
Cc1cc(OCC(O)CN2CCN(CCO)CC2)ccc1C(C)C (centres undefined)	5%	-3%	2%	-3%	-4	0%	0.8	-10%
CCC(CC)c1nn2c(N)c(/C=C3\C(C)=Nc4ccccc43)c(=O)nc2s1	2%	7%	-28%	3%	-13	-26%	0.2	-26%
CC(C)CCn1c(=O)c2ccccc2c2ccccc2c1=O	3%	13%	-13%	10%	-3	-2%	0.9	-8%
O=C(COC(=O)c1ccc(Cl)c(S(=O)(=O)N2CCCCC2)c1)NC1CCCCC1	9%	-2%	0%	-19%	-9	3%	-0.6	15%
O=C(Oc1ccc(N2C(=O)CCC2=O)cc1)c1ccccc1Cl	9%	1%	0%	.	-9	-3%	-3.4	30%
CC(C)=CCCC1(C)C=Cc2c(ccc3c2[nH]c2cc(O)c(C)cc23)O1 (centres undefined)	-69%[inhibitor]	-35%[inhibitor]	-26%	26%	36	4%	-0.8	-7%
COc1cccc(Nc2nnc(SCC(=O)N3CC(=O)Nc4ccccc43)s2)c1	23%	-2%	-8%	?	-27	27µM*	-2.3	-5%

Reprinted from the part before: 3 compounds, followed by the next part.
SMILES	Abeta rescue	EPAC1 ag	EPAC1 antag	FUS suppressor	PI5P4Ka inh	PLK1 PBD block	IL2 activator	WRN inhibitor
O=C(Oc1ccc(N2C(=O)CCC2=O)cc1)c1ccccc1Cl	9%	1%	0%	.	-9	-3%	-3.4	30%
CC(C)=CCCC1(C)C=Cc2c(ccc3c2[nH]c2cc(O)c(C)cc23)O1 (centres undefined)	-69%[inhibitor]	-35%[inhibitor]	-26%	26%	36	4%	-0.8	-7%
COc1cccc(Nc2nnc(SCC(=O)N3CC(=O)Nc4ccccc43)s2)c1	23%	-2%	-8%	?	-27	27µM*	-2.3	-5%
COc1cc(Cl)c(C)cc1NC(=O)CSc1nc2ccccc2o1	10%	2%	5%	13%	.	1%	-2.2	5%
Cc1sc2nc(Cc3ccccc3)[nH]c(=O)c2c1-c1ccccc1	-21%	-6%	-15%	21%	4	-6%	-4.0	0%
CCCCn1c(SCC(=O)c2ccc3c(c2)OCCO3)nnc1-c1ccoc1C	22%	5%	-13%	?	-7	-26%	-0.3	-12%
Cn1nnnc1NCc1cccc(Cl)c1Cl	-14%	4%	1%	-1%	0	-12%	-0.6	9%
Cc1cc(N2C(=O)C3CC=CCC3C2=O)no1 (centres undefined)	11%	4%	6%	17%	.	-5%	-2.1	1%
COc1cc(/C=N/NC(=O)Nc2cccc3nsnc23)cc(OC)c1OC	-3%	9%	4%	20%	-6	3%	1.3	-14%
C/C(Cc1ccccc1)=N\NC(=O)CNC(=O)c1cccc(Br)c1	-2%	4%	3%	23%	-1	-5%	-2.6	-6%[57.1 µM]
COc1cc(CC(=O)OCC(=O)Nc2cc(S(=O)(=O)N3CCCC3)ccc2Cl)cc(OC)c1OC	13%	-5%	-1%	?	5	-2%	-0.2	-15%
O=C(NCc1cccc(C(F)(F)F)c1)C1CCN(c2ncccn2)CC1	0%	14%	4%	26%	0	-7%	1.3	-3%
CN(C)CCCNC(=O)C[C@H]1C[C@H](C(=O)N2CCOCC2)[C@@]2(C)c3[nH]c4cc(-c5ccco5)ccc4c3CCN2C1=O	-9%	-10%	-13%	8%	4	-5%	-0.2	-11%
CC1CNC(=S)N(c2ccc(F)cc2)C1=O (centres undefined)	0%	11%	6%	.	-1	-11%	-5.0	?
CC(C(=O)Nc1ccncc1)(c1ccccc1)c1ccccc1	10%	10%	5%	-1%	4	-19%	-1.4	-4%
CC1CCN(C(=O)CCc2ccc(Oc3cc([N+](=O)[O-])cc([N+](=O)[O-])c3)cc2)CC1	-46%[inhibitor]	5%	-10%	.	1	-14%	0.1	-7%
CCCC(=O)NC(c1ccc(OC)c(OC)c1)c1cc(Cl)c2cccnc2c1O (centres undefined)	28%	4%	2%	11%	1	2%	-0.8	8%
